HTT ATP protect – cytoprotection in Huntington HTT-Q103 PC12 cell model | PC12 HTT-Q103 induced, cytoprotection, ATP luminescence, 40 h | Potency, µM (highest dose often 56.4 µM), without a hit: cytoprotection (ATP increase), actives largely listed as activators | 230,000 compounds, 0.14% hits;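 note: % of control where 0% means no effect; nearly all actives have a fitted effect of over 45% in size; toxic huntingtin expression switched on by the ecdysone agonist tebufenozide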
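Cells were plated at 1500 per well in phenol red-free DMEM with 5% equine and 5% calf serum. Tebufenozide (100 nM final) and compounds were added, then ATPlite reagent, and luminescence was read.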
HTT aggregate – mutant huntingtin aggregation inhibition | AID 1688 | Potency, µM (titrated, usually from 46.1 µM), without a hit: at the highest dose activity change, negative = inhibition, hits mostly inhibitors | 220,000 compounds, 1.1% hits | PC12 HttQ103-GFP aggregates, Acumen cytometry, 40 h; note: % is set by controls: 0 for no effect and ±100 for the full control effect; nearly all actives have a fitted effect of over 60% in size
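PC12 cells stably carrying ecdysone-inducible HTT exon 1 Q103–GFP were induced with tebufenozide (100 nM final) and treated with library compounds in titration. GFP aggregates in lysates were counted by laser scanning cytometry.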
An asterisk follows results filed as active; ? = inconclusive; [ ] = dose if it differs, or a comment. Calls come from the whole dose curve; as a rule, active = well fitted curve in the direction sought with a large enough effect; inconclusive = small, poorly fitted or top-dose-only effect, or another doubt; inactive = no such curve, though single readings can be large; an effect the other way counts as inactive or inconclusive. Potency is the fitted concentration of half-maximal effect. The list is partial; count on the stated rates, not on these rows.

Screens in order – HTT ATP protect, HTT aggregate
> CCCCCOC(=O)Nc1nc(=O)n(C2O[C@H](C)[C@@H](O)[C@@H]2O)cc1F (stereo partly drawn)
→ 27.8%, 1.3%
> CCCCCCCCCCOc1cc2c(=O)c(C(=O)OCC)c[nH]c2cc1OCC
→ -6.6%, 7.0%
> C=Cc1ccc(S(=O)(=O)O)cc1
→ 0.0%, -4.5%
> [O]=[Bi][O][Bi]=[O]
→ -10.7%, 2.7%
> COc1cc(/C=C2\CCC/C(=C\c3ccc(O)c(OC)c3)C2=O)ccc1O
→ -304.8%[inhibitor], -23.9%
> COc1ccc(C(=O)N2CCN(CC(=O)N3CCOCC3)CC2)cc1
→ -12.2%, 5.2%
> COc1cc(-c2ccc(-[n+]3nc(-c4ccccc4)nn3-c3ccc([N+](=O)[O-])cc3)c(OC)c2)ccc1-[n+]1nc(-c2ccccc2)nn1-c1ccc([N+](=O)[O-])cc1
→ -63.7%[inhibitor], -12.5%
> Oc1cc2cc(CCN3CCN(c4nsc5ccccc45)CC3)c(Cl)cc2[nH]1
→ 13.8%, -0.2%
> Nc1nc2[nH]cc(CCc3ccc(C(=O)NC(CCC(=O)O)C(=O)O)cc3)c2c(=O)[nH]1 (stereo not drawn)
→ -40.7%[inhibitor], -32.9%
> CC(C)CCCC(C)C1CC(=O)C2=C3CCC4CC(O)CCC4(C)C3CCC21C (stereo not drawn)
→ -15.1%, 32.4%
> CC(C)CCOC(=O)c1ccc(N(C)C)cc1
→ -7.3%, -8.0%
> Nc1ccc(/C=C/c2ccc(N)cc2S(=O)(=O)O)c(S(=O)(=O)O)c1
→ 9.8%, 18.7%
> O=C(O)/C=C/C(=O)Nc1ccc(S(=O)(=O)Nc2nccs2)cc1
→ -15.7%, 5.0%
> CN(C)CCOc1ccc(/C(=C(/CCCl)c2ccccc2)c2ccccc2)cc1
→ ?, -22.0%
> CC(C)OC(=O)Nc1ccc2nc(-c3cscn3)[nH]c2c1
→ -97.1%[inhibitor], -22.4%
> NC(CSSCC(N)C(=O)O)C(=O)O (stereo not drawn)
→ 26.0%, 3.2%
> COc1ccc2[nH]c(S(=O)Cc3ncc(C)c(OC)c3C)nc2n1 (stereo not drawn)
→ ?, 4.2%
> Nc1ncn(C2C[C@H](O)[C@@H](CO)O2)c(=O)n1 (stereo partly drawn)
→ -18.6%, -3.8%
> CO/N=C(/C(=O)N[C@@H]1C(=O)N2C(C(=O)O)=CCS[C@H]12)c1csc(N)n1
→ -8.7%, -5.0%
> CC(C)(Oc1ccc(C2CCCc3ccccc32)cc1)C(=O)O (stereo not drawn)
→ ?, 21.2%
> Nc1ccc2cc3ccc(N)cc3nc2c1
→ -17.3%, 12.6µM*
> CC(O)COc1ccccc1 (stereo not drawn)
→ ?, -7.2%
> CN(Cc1ccccc1)Cc1ccccc1
→ -0.5%, 2.7%
> O=c1[nH]c(=O)n(C2C[C@H](O)[C@@H](CO)O2)cc1C(F)(F)F (stereo partly drawn)
→ -59.0%[inhibitor], -17.2%
> CCOC(=O)c1ccc(O)cc1
→ 22.6%, -0.3%
> CNC(=O)C(N)CSC(C)C1=C(C)c2cc3[n-]c(cc4nc(cc5[n-]c(cc1n2)c(C)c5CCC(=O)O)C(CCC(=O)O)=C4C)c(C)c3C(C)SCC(N)C(=O)NC.[Fe+2] (stereo not drawn)
→ 7.5%, -3.0%
> O=C(O)[C@@H]1CSCN1
→ 29.6%, -4.0%
> CS(=O)(=O)OCC(O)C(O)COS(C)(=O)=O (stereo not drawn)
→ -17.7%, -10.5%
> CC1(C(=O)O)CCC2(C)CCC3(C)C(=CC(=O)C4C5(C)CCC(O)C(C)(C)C5CCC43C)C2C1 (stereo not drawn)
→ -61.8%[inhibitor], -8.0%
> O=[N+]([O-])c1cccc(S(=O)(=O)NCCNS(=O)(=O)c2cccc([N+](=O)[O-])c2)c1
→ ?, -96.5%

The results go on:
| SMILES | HTT ATP protect | HTT aggregate |
| --- | --- | --- |
| O=C(O)c1ccc(OCCCOc2ccc(C(=O)O)cc2)cc1 | 23.4% | 16.7% |
| C=C1/C(=C\C=C2/CCC[C@]3(C)[C@@H]([C@H](C)/C=C/[C@@H](O)C4CC4)CC[C@@H]23)C[C@@H](O)C[C@@H]1O | -35.8% | -22.7% |
| O=C(CC1NCCC[C@H]1O)Cn1cnc2cc(Br)c(Cl)cc2c1=O (stereo partly drawn) | -0.9% | 19.7% |
| CCCCCCCCCCCCCCCCCC[N+](C)(C)CCC[Si](OC)(OC)OC | -1.7% | 5.9% |
| O=C(O)COc1ccccc1/C=N/NC(=O)c1ccncc1 | -34.3%[inhibitor] | -13.5% |
| COCCOC(=O)C1=C(C)NC(C)=C(C(=O)OC/C=C/c2ccccc2)C1c1cccc([N+](=O)[O-])c1 (stereo not drawn) | -88.4%[inhibitor] | ? |
| CCCCCCCCCCCCCCCC(=O)OC[C@H](O)[C@H]1OC[C@@H](O)[C@@H]1O | 15.5% | -6.0% |
| Nc1nc(F)nc2c1ncn2[C@@H]1O[C@H](CO)[C@@H](O)[C@H]1O | -11.3% | -5.2% |
| O=C(O)[C@H](CC(=O)N1C[C@H]2CCCC[C@H]2C1)Cc1ccccc1 | -17.9% | -22.7% |
| CCCCCCCCCC(=O)NO | -26.1% | -10.5% |
| CCCCCCCCCCCCCCCCOCCOCCOCCOCCOCCOCCOCCOCCOCCOCCOCCOCCOCCOCCOCCOCCOCCOCCOCCOCCO | -98.0%[inhibitor] | ? |
| CCN(CC)CCOc1ccc(C(O)(Cc2ccc(Cl)cc2)c2ccc(C)cc2)cc1 (stereo not drawn) | -98.4%[inhibitor] | -41.9% |
| NC(=O)[C@H]1O[C@@H](O)[C@H](O)[C@@H](O)[C@@H]1O | 19.7% | 17.7% |
| O=S(=O)(O)c1ccc(O)cc1 | -23.0% | 12.1% |
| CC/C(=C(/CC)c1ccc(OP(=O)(O)O)cc1)c1ccc(OP(=O)(O)O)cc1 | -2.1% | -4.0% |
| CCN(CC)CCNC(=O)c1c(C)[nH]c(/C=C2\C(=O)Nc3ccc(F)cc32)c1C | -353.2%[inhibitor] | ? |
| CCCCCCCCCCCCCCCC(=O)OCC(COC(=O)CCCCCCCCCCCCCCC)OC(=O)CCCCCCCCCCCCCCC | 22.6% | 4.5% |
| C[Si](C)(C)O[Si](C)(C)C | 9.0% | -4.6% |
| NC(=S)NS(=O)(=O)c1ccc(N)cc1 | 37.1% | 25.9% |
| C[C@H](CCCC(C)(C)O)[C@H]1CC[C@H]2[C@@H]3CC=C4C[C@@H](O)CC[C@]4(C)[C@H]3CC[C@]12C | -3.2% | -15.2% |

Three entries already listed, sorted by the value under HTT aggregate, falling:
SMILES | HTT aggregate
O=S(=O)(O)c1ccc(O)cc1 | 12.1%
CCCCCCCCCCCCCCCC(=O)OC[C@H](O)[C@H]1OC[C@@H](O)[C@@H]1O | -6.0%
O=C(O)[C@H](CC(=O)N1C[C@H]2CCCC[C@H]2C1)Cc1ccccc1 | -22.7%

Other results.
| SMILES | HTT ATP protect | HTT aggregate |
| --- | --- | --- |
| COC(=O)CC[C@H](N)C(=O)O | -16.7% | 1.0% |
| C[C@@H]1CCN(C(=O)[C@H](CCCNC(=N)N)NS(=O)(=O)c2cccc3c2NC[C@H](C)C3)[C@@H](C(=O)O)C1 | -44.0%[inhibitor] | 22.0% |
| CO[C@H]1C[C@@H]2CC[C@@H](C)[C@@](O)(O2)C(=O)C(=O)N2CCCC[C@H]2C(=O)O[C@H]([C@H](C)C[C@@H]2CC[C@@H](O)[C@H](OC)C2)CC(=O)[C@H](C)/C=C(\C)[C@@H](O)[C@@H](OC)C(=O)[C@H](C)C[C@H](C)/C=C/C=C/C=C/1C | -51.5%[inhibitor] | -20.7% |
| N[C@@H](Cc1cc(I)c(Oc2cc(I)c(O)c(I)c2)c(I)c1)C(=O)O | -90.7%[inhibitor] | -10.5% |
| Cc1cccc(C)c1NC(=O)CN1CCCC1 | -16.8% | -2.7% |
| CCN(CC)C(=O)c1cccnc1 | 28.9% | -3.5% |
| O=S(c1cc(Cl)cc(Cl)c1O)c1cc(Cl)cc(Cl)c1O | -67.5%[inhibitor] | -16.2% |
| Cc1cc(O)c2c(c1)OC1(C)CCC3C(C)(C)CCCC34COC2C14 (stereo not drawn) | -25.3% | -15.0% |
| OCc1ccc(Cl)cc1Cl | 0.0% | 3.5% |
| CC(=O)Nc1ccc(OCCOCCOc2ccc(NC(C)=O)cc2)cc1 | -43.5%[inhibitor] | -2.0% |
| O=C(CN1CCNCC1)NC1CCCCC1 | -11.2% | -8.5% |
| O=C(c1cc2ccccc2o1)N1CCN(Cc2ccccc2)CC1 | -59.7%[inhibitor] | 1.0% |
| Cc1cnc(C(=O)O)cn1 | 17.1% | -14.0% |
| C=C[C@@]1(C)CC(=O)[C@]2(O)[C@@]3(C)[C@@H](O)CCC(C)(C)[C@@H]3[C@H](O)[C@H](OC(C)=O)[C@@]2(C)O1 | 16.1% | 14.2% |
| CC1(C)C2CC[C@]1(C)[C@@H](O)C2 | -1.6% | -11.5% |
| CCCCCC=CCC=CCCCCCCCC(=O)OCC | -31.7% | -6.2% |
| C#C[C@]1(O)CC[C@@H]2[C@H]3CCC4=CC(=O)CC[C@H]4[C@H]3C(=C)C[C@@]21CC | -3.1% | 18.5% |
| COC(=O)C1[C@@H](OC)C(OC(=O)COc2ccc(OC)cc2)C[C@@H]2CN3CCc4c([nH]c5cc(OC)ccc45)[C@H]3C[C@H]12 (stereo partly drawn) | -11.1% | 22.9% |
| CCOc1nc2cccc(C(=O)O)c2n1Cc1ccc(-c2ccccc2-c2nn[nH]n2)cc1 | -52.5%[inhibitor] | -1.5% |
| CC(C)(C)C(=O)NCCCC(=O)O | 1.9% | -0.5% |

Random excerpt: 3 entries already listed
| SMILES | HTT ATP protect | HTT aggregate |
| --- | --- | --- |
| CCN(CC)CCOc1ccc(C(O)(Cc2ccc(Cl)cc2)c2ccc(C)cc2)cc1 (stereo not drawn) | -98.4%[inhibitor] | -41.9% |
| CCOC(=O)c1ccc(O)cc1 | 22.6% | -0.3% |
| CC(C)(C)C(=O)NCCCC(=O)O | 1.9% | -0.5% |

Next records follow:
| SMILES | HTT ATP protect | HTT aggregate |
| --- | --- | --- |
| NS(=O)(=O)c1ccc(NC(=O)CCC(=O)O)cc1 | -23.7% | 2.0% |
| CC(C)(C)c1ccc(C(=O)CCCN2CCC(OC(c3ccccc3)c3ccccc3)CC2)cc1 | -99.0%[inhibitor] | ? |
| Nc1nc(N)c(-c2ccccc2)s1 | -10.5% | 14.0% |
| CC(C)(CO)[C@@H](O)C(=O)NCCC(=O)NCCSSCCNC(=O)CCNC(=O)[C@H](O)C(C)(C)CO | 27.5% | -10.5% |

Looked up above:
Value of `Nc1nc2[nH]cc(CCc3ccc(C(=O)NC(CCC(=O)O)C(=O)O)cc3)c2c(=O)[nH]1` (stereo not drawn) in HTT aggregate: -32.9%
Value of `C[C@H](CCCC(C)(C)O)[C@H]1CC[C@H]2[C@@H]3CC=C4C[C@@H](O)CC[C@]4(C)[C@H]3CC[C@]12C` in HTT ATP protect: -3.2%
Value of `CC(C)(Oc1ccc(C2CCCc3ccccc32)cc1)C(=O)O` (stereo not drawn) in HTT aggregate: 21.2%

Assay outcomes: PubChem, National Center for Advancing Translational Sciences (NCATS)
